# From PubChem BioAssay
# S100A4 MyoIIA = blocks human S100A4 binding to myosin IIA peptide; P26447; S100A4/TAMRA-MyoIIA peptide fluorescence polarization; inhibition, % at 10.7 µM; hit rate 0.14% among 360,000;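 active = mean inhibition of at least 70% across replicates, with every replicate also reaching that level; inconclusive = mean inhibition reaches 70% but some replicates fall short; inactive = mean inhibition below 70%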
# Target sequence (P26447 whole entry, looked up): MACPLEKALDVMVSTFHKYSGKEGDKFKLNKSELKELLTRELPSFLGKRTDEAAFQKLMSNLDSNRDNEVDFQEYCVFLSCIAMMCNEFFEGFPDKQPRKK
#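 Test system: S100A4 monomer protein. Medium: HEPES buffer with Ca2+, pH 7.2. Reagent: fluorescent myosin IIA peptide, 5 nM. Compound dosing: single-point compound testing. Timing: 5 min between mix addition and reading. Benchmarks: DMSO neutral and TFP positive wells.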
# FN deposition inh = fibronectin deposition inhibition. AH1F fibroblasts, Alexa488-fibronectin deposition fluorescence, overnight. inhibition, % at 12.6 µM. hit rate 0.086% among 350,000. AID 743247;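 active = mean inhibition across replicates of 30% or more, regardless of how many single replicates reach that level; inconclusive = mean under 30% yet at least half of replicates reach 30%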;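 note: positive control wells lacked labelled fibronectin entirely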
#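 Measured by – fluorescence 485/525 nm · System – AH1F fibroblast monolayer, labelled fibronectin deposition · Amount – 10000 cells per well · Buffer or medium – serum-reduced DMEM (2% serum) · Doses – single dose, pinned · Also added – fluorescent fibronectin at 24 nM final · Schedule – 1 h cell attachment, overnight exposure to compound and label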
# SIRT5 inh = blocks human SIRT5 desuccinylation of peptide. Q9NXA8. Purified SirT5, succinyl-peptide AMC, trypsin-coupled fluorescence. inhibition, % at 15 µM. hit rate 1.1% among 330,000. AID 652115; in the data active = inhibition above about 15%; inconclusive = no clear call, values can overlap the other calls
# Target sequence (Q9NXA8 whole entry, looked up): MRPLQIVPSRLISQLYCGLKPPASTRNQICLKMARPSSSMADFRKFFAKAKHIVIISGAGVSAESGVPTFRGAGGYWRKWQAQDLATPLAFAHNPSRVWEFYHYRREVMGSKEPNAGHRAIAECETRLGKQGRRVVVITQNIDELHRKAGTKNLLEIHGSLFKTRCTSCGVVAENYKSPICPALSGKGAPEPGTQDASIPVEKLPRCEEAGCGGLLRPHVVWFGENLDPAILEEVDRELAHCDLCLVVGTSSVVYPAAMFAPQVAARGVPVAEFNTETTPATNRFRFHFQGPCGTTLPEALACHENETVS
# esBAF inh = inhibitors of esBAF chromatin remodeling in mouse ES cells; reporter increase, % at 12.5 µM; hit rate 2% among 350,000; Bmi1-luciferase knock-in reporter, 24 h; 100% = twice the neutral-well signal; AID 602393; in the data active = activation above about 40%; inconclusive = no clear call, values can overlap the other calls;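 note: 0% = median of the plate's neutral control wells and 100% = double that signal; a rise in the Bmi1 reporter signal indicates esBAF inhibition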
# LGR2 inh = inhibitors of bursicon-induced Drosophila LGR2 receptor cAMP signaling | HEK293 LGR2, CRE-luciferase, bursicon-stimulated, 4 h | inhibition, % at 9.99 µM | hit rate 0.35% among 380,000 | AID 720647;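 active = drop in luminescence signal, shown as inhibition above about 50% in the replicate tests, limit read from the data, passing the limit was not always enough; inconclusive = probably only some replicates passing the limit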;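 note: agonist challenge used bursicon conditioned medium at about half maximal strength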
# CASP6 VEID inh = inhibitors of human caspase-6. P55212. purified caspase-6, Z-VEID-R110 cleavage fluorescence. hit rate 0.53% among 350,000. inhibition, % at 12.5 µM;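 active = mean inhibition across replicates at least about 35%, with every replicate also reaching that limit, limit read from the data; inconclusive = only one of the two criteria met; inactive = neither criterion met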;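 note: 0% = median of neutral control wells and 100% = no fluorescence left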
# Target sequence (P55212 24-179 limits assumed): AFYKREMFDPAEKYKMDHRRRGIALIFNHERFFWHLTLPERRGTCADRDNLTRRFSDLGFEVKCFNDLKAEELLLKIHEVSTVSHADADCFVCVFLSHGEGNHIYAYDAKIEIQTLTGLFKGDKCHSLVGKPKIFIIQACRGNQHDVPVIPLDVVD
# Target sequence (P55212 194-293 limits assumed): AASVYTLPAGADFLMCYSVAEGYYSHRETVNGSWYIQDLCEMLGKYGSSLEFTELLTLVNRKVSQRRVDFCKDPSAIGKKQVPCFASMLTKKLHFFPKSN
# C2C12 statin = suppression of simvastatin myotoxicity. hit rate 0.78% among 330,000. AID 602340. C2C12 myotubes + simvastatin, ATP luminescence, 48 h; scaled: DMSO 0, geranylgeraniol control 100. rescue of ATP level, % at 7.49 µM;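 active = mean ATP rescue above about 67%, or every replicate alone reaching that limit, limit read from the data, passing the limit was not always enough; inconclusive = no clear call, values can overlap the other calls; inactive = mean under the limit and some replicate under it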;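 note: myotubes were challenged with 10 µM simvastatin during compound exposure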
# * hit, by the source's call; ? = inconclusive; nt = not tested or not shown. Not all compounds are listed, so the mix of outcomes need not match the whole.
SMILES,S100A4 MyoIIA,FN deposition inh,SIRT5 inh,esBAF inh,LGR2 inh,CASP6 VEID inh,C2C12 statin
COc1cccc(NC(=O)COC(=O)c2c(C)nn(-c3ccccc3)c2C)c1,-4,11,-1,8,1,1,6
Cc1cc(C)n(-c2ccc(C(=O)NCc3cccs3)cc2)n1,nt,-5,nt,12,nt,nt,8
Cn1nccc1C(=O)N1CCc2ccccc21,nt,-4,nt,0,nt,nt,2
CN(CC(=O)Nc1c(Cl)cccc1Cl)C(=O)c1ccc2nc[nH]c2c1,1,2,-5,nt,7,22,nt
CCCC#Cc1ccc2c(c1)O[C@@H](CN(C)C(C)=O)[C@@H](C)CN([C@@H](C)CO)S2(=O)=O,-6,3,-3,3,0,1,19
CN(CC(=O)Nc1c(Cl)cccc1Cl)C(=O)CNC(=O)c1ccc2ccccc2c1,-4,0,-1,-1,4,-2,-24
Cc1ccc(S(=O)(=O)N(C)C)cc1NC(=O)COC(=O)CNC(=O)C12CC3CC(CC(C3)C1)C2,-2,-7,-2,nt,0,7,nt
CS(=O)(=O)N(CC1CCC1)C[C@@H]1N[C@H](CO)[C@@H]1c1ccccc1,nt,nt,nt,1,18,nt,-16
COc1cccc(S(=O)(=O)N2CC3(CN[C@@H](CO)c4[nH]c5cc(OC)ccc5c43)C2)c1,0,nt,-2,nt,0,0,nt
COc1ccc(-c2ccc(-c3nc4c(c(=O)[nH]c(=O)n4Cc4ccccc4)n3C)o2)c([N+](=O)[O-])c1,-19,-2,-1,8,-41,2,-40
COc1cccc(-c2ccc(NC(=O)C3CCCN(Cc4cnc(C)s4)C3)cc2)c1 (stereo not drawn),-4,5,-1,1,0,-3,-12
CS(=O)(=O)N(CC(=O)NCCSCc1ccccc1)c1ccccc1F,0,-8,2,8,-7,0,3
CC12CCC(C(=O)Nc3ccc(Cl)cc3)([C@H](Br)C1=O)C2(C)C (stereo partly drawn),-3,-7,-2,nt,nt,-1,nt
COc1cccc(C(=O)NCC(=O)N/N=C/c2ccc3c(c2)OCO3)c1,-3,3,-1,8,-15,nt,11
Cc1nn(C(C)(C)C)c(C)c1/C=N/OC(=O)Nc1ccc(Cl)cc1,1,-5,-1,nt,99*,-2,nt
COc1cc(C(=O)NCC2(c3ccccc3)CCCC2)ccc1OC(C)C,-4,6,0,-10,-18,1,-19
O=C(COC(=O)c1ccc(Cl)nc1)NC(=O)c1ccccc1,1,2,0,nt,-1,3,nt
COC(=O)C(Cc1ccccc1)NS(=O)(=O)c1ccc(F)cc1Br (stereo not drawn),53,11,-2,-9,7,0,-8
Cc1ccc(C)c(C(=O)CSc2nnc(C)s2)c1,-1,-33,4,nt,-13,-8,nt
O=C(c1ccc(F)cc1)N1CCCCN2[C@@H](CO)[C@H](c3ccc(-c4ccc(F)cc4)cc3)[C@@H]2C1,8,nt,1,nt,nt,-3,nt
CC(=O)N(C)C[C@@H]1Oc2ncc(-c3ccccc3C)cc2C(=O)N([C@@H](C)CO)C[C@H]1C,13,-1,1,0,-6,0,3
CCCNC(=O)C[C@H]1C[C@@H]2c3cc(NS(=O)(=O)c4ccccc4)ccc3O[C@@H]2[C@@H](CO)O1,nt,-12,nt,3,15,nt,-2
COc1cc(/C=C/c2[nH]c(=O)[nH]c(=O)c2[N+](=O)[O-])ccc1OCCC(C)C,-5,-5,6,1,-4,1,12
O=C(NCc1ccccc1C(F)(F)F)c1cccc2c1C(=O)c1ccc(N3CCCCC3)cc1S2(=O)=O,2,-5,nt,-2,-10,-10,-48
C[C@H]1CN([C@@H](C)CO)C(=O)c2cc(NC(=O)CCCN(C)C)ccc2O[C@@H]1CN(C)S(=O)(=O)c1ccccc1,-4,nt,3,-1,8,0,18

# Reprinted at random: two compounds from above.
SMILES,S100A4 MyoIIA,FN deposition inh,SIRT5 inh,esBAF inh,LGR2 inh,CASP6 VEID inh,C2C12 statin
COc1cccc(C(=O)NCC(=O)N/N=C/c2ccc3c(c2)OCO3)c1,-3,3,-1,8,-15,nt,11
COc1cccc(NC(=O)COC(=O)c2c(C)nn(-c3ccccc3)c2C)c1,-4,11,-1,8,1,1,6

# More entries
SMILES,S100A4 MyoIIA,FN deposition inh,SIRT5 inh,esBAF inh,LGR2 inh,CASP6 VEID inh,C2C12 statin
CC(C)C#Cc1ccc2c(c1)O[C@@H](CN(C)C(=O)c1cccc(F)c1)[C@H](C)CN([C@H](C)CO)S2(=O)=O,1,nt,3,4,12,1,-37
CCOC(=O)c1c(C)c(C(=O)NCC2CCCO2)c(C)n1CC (stereo not drawn),18,nt,-1,nt,nt,4,nt
Cc1ccc(NC(=O)C2CC(O)CN2C(=O)OCc2ccccc2)c(C)c1 (stereo not drawn),7,-1,2,3,5,1,8
CCc1noc(C)c1C(=O)OCC(=O)NCc1ccc(Cl)cc1,-4,0,18*,-2,-15,-1,-9
CCc1[nH]c(=O)[nH]c1C(C)S(=O)(=O)c1ccc(C)cc1 (stereo not drawn),-8,8,2,nt,-4,0,nt
O=C(NCCc1ccccc1)C1CCCN(S(=O)(=O)c2cccs2)C1 (stereo not drawn),-1,-19,1,0,nt,1,-3
O=S1(=O)CCN(C2CCCC2)CC1,-4,-7,-3,-4,19,-2,8
O=C(NCCC(=O)N1CCN(c2ccccn2)CC1)c1ccc([N+](=O)[O-])cc1,-8,0,-2,-4,4,-4,-8
CCCCN(C(=O)CCCSc1nc2ccccc2[nH]1)c1c(N)n(Cc2ccccc2)c(=O)[nH]c1=O,-2,nt,-2,-6,2,4,4
Cc1ccccc1C(=O)N/N=C/c1ccncc1,nt,2,nt,15,nt,nt,-8
O=C(OCC(=O)N(CCc1ccccc1)Cc1ccccc1)c1ccccc1[N+](=O)[O-],-1,1,-5,-3,-9,1,14
Cn1c(=O)n(C)c2cc(NS(=O)(=O)c3ccc(C(C)(C)C)cc3)ccc21,1,4,-2,-31,10,3,-13
COCC(=O)N(C)C[C@H]1Oc2ncc(-c3ccccc3C)cc2C(=O)N([C@H](C)CO)C[C@@H]1C,3,0,-4,4,17,1,25
C[C@H]1CN([C@@H](C)CO)C(=O)c2cc(Br)cnc2O[C@H]1CN(C)Cc1ccncc1,2,-12,-1,7,25,1,17
O=C(C[C@H]1C[C@@H]2c3cc(NC(=O)c4ccc5c(c4)OCO5)ccc3O[C@@H]2[C@H](CO)O1)NC1CCCC1,7,1,-3,-3,8,0,-2
CCCCN(C(=O)c1cc(CC)c(C)s1)c1c(N)n(CC(C)C)c(=O)[nH]c1=O,-9,0,-1,1,10,1,18
COc1ccc(NC(=O)COC(=O)Cc2cccs2)cc1Cl,-4,-2,5,-6,-9,0,8
C[C@H]1[C@@H](Cc2cc(Cl)cc(Cl)c2)N(c2ccccc2)c2ccccc2CN1Cc1ccccc1,9,3,-1,nt,-7,-4,nt
Cc1cccc(C)c1-n1c(C)nn(CC#N)c1=O,1,nt,2,0,5,1,4
CCC(=O)Nc1ccc2c(c1)C(=O)c1ccccc1C2=O,nt,-8,nt,?,nt,nt,-23
CC(=O)N(C)C[C@H]1Oc2ncc(-c3ccc(F)cc3)cc2C(=O)N([C@@H](C)CO)C[C@H]1C,-3,-5,-3,1,10,-3,1
CCN1N=C(C)C=C(c2ccccc2)n2c1nc1ccccc12,-4,-2,-9,nt,3,-4,nt
CCOc1ccc(S(=O)(=O)N(CC(=O)Nc2cccnc2)c2ccc(F)cc2)cc1,0,nt,2,-5,6,-1,18
CCOC(=O)c1ccc(N=c2sc(C(=O)OC)cc(=O)n2-c2ccc(C(=O)OCC)cc2)cc1,-4,-14,0,30,58*,1,-5
CN1CCC(N2CCN(C3CN(CCc4ccccc4)S(=O)(=O)C3)CC2)CC1 (stereo not drawn),0,-6,-2,-7,-8,-15,-5

# (continued)
SMILES,S100A4 MyoIIA,FN deposition inh,SIRT5 inh,esBAF inh,LGR2 inh,CASP6 VEID inh,C2C12 statin
O=C(Nc1ccc(F)cc1)N1C[C@H]2[C@@H](c3ccccc31)[C@H](CO)N2C(=O)Cc1cccnc1,-2,nt,1,5,-11,2,15
Cc1ccc(Cl)cc1NC(=O)N[C@@H](CC(C)C)C(=O)O,15,-15,-7,nt,-6,-1,nt
COc1ccc(OCC(=O)Nc2ccc3c(c2)OCO3)cc1,-10,-4,-2,-4,10,2,-3
Cc1ccc(C(=O)Cc2ccccc2)o1,2,1,nt,8,10,-1,12
CNC[C@@H]1Oc2cc(C#Cc3ccc(OC)cc3)ccc2S(=O)(=O)N([C@@H](C)CO)C[C@H]1C,-54,-1,1,-3,-4,1,-4
COC(=O)C1=CN(c2cccc(C)c2)C=C(C(=O)OC)C1c1cc(OC)c(O)c([N+](=O)[O-])c1,nt,23,nt,-10,nt,nt,1
CN1CC(=O)N(CC(=O)Nc2cccc3ccccc23)C1=O,3,-8,-2,-6,6,2,4
Cc1[nH]c2ccccc2c1C(=O)C(=O)NCCc1c[nH]c2ccccc12,-3,1,-4,-2,-6,-1,-27
C[C@@H]1CN([C@H](C)CO)C(=O)c2cc(NC(=O)Nc3ccc4c(c3)OCO4)ccc2O[C@H]1CN(C)Cc1ccc(C(F)(F)F)cc1,-1,nt,3,-6,7,1,nt
O=C1Nc2ccccc2C1Cc1ccccc1 (stereo not drawn),-6,-12,-3,nt,-6,3,nt
O=C(NCC[C@@H]1CC[C@H](NC(=O)c2ccc3c(c2)OCO3)[C@H](CO)O1)Nc1cc(F)ccc1F,3,0,-5,-6,-17,-4,-7
Cc1ccc(/C=N/NC(=O)CN2CCN(Cc3ccccc3Cl)CC2)o1,6,7,3,nt,-6,-3,nt
O=C1c2ccccc2C(c2nnnn2Cc2ccccc2)N1C1CC1 (stereo not drawn),1,-8,0,nt,3,3,nt
CCn1c(C)cc(C)c(C#N)c1=O,-5,nt,-1,nt,5,0,nt
CCN1CCN(c2ccc(NC(=O)COc3ccccc3Cl)cc2)CC1,nt,0,nt,16,nt,nt,-5
CC1CC(C)(C)CC2(C1)NC(=O)N(CC(=O)Nc1nccs1)C2=O (stereo not drawn),-12,-9,-7,2,6,-4,-9
COc1ccc(N/C=C/c2nc(SC)nnc2C)cc1,-2,7,2,13,-44,0,3
Cc1ccccc1CN(CC(=O)Nc1cccc([N+](=O)[O-])c1)S(=O)(=O)c1ccc(Cl)cc1,-2,nt,0,nt,-1,2,nt
O=C(C1CCN(S(=O)(=O)N2CCOCC2)CC1)N1CCN(c2ccccc2F)CC1,-5,-9,1,nt,4,-1,nt
C[C@@H]1CN([C@@H](C)CO)C(=O)c2cc(/C=C/c3ccccc3)cnc2O[C@H]1CN(C)C(=O)C1CC1,nt,-7,nt,nt,6,nt,29
COC(=O)/C(=C1/Oc2cc(C)oc(=O)c2S1)C(F)(F)F,-2,nt,4,-35,42,7,65
Cc1noc(C)c1NC(=O)Nc1ccc2c(c1)CC(=O)N([C@@H](C)CO)C[C@@H](C)[C@H](CN(C)C(=O)NC(C)C)O2,nt,nt,nt,0,-5,nt,-19
CCCCN(c1ccccc1)S(=O)(=O)c1cccc(C(=O)Nc2c(C)n(C)n(-c3ccccc3)c2=O)c1,-3,7,1,14,17,1,0
COCCn1c(N)c(N(Cc2ccccc2)C(=O)c2cc3ccccc3o2)c(=O)[nH]c1=O,2,6,nt,nt,-4,15,nt
O=C(C1CC1)N1N=C(c2ccncc2)CC1(O)C(F)(F)F (stereo not drawn),-10,7,-4,-1,nt,-1,10
COc1ccc(-c2nc3ccc(Br)cn3c2Cc2cccc(Cl)c2)cc1OC,8,1,nt,13,-16,-2,15
Cc1cc(NC(=O)c2ccc(NC(=O)CC(C)C)cc2)no1,nt,-1,nt,5,nt,nt,5
O=c1cc(-c2ccccc2Cl)oc2c(Br)ccc(O)c12,nt,-4,nt,83*,-68,nt,-23
COc1cccc(C(=O)NNC(=O)Cc2ccc(Cl)cc2)c1,3,0,-3,-7,19,-1,-4
Cc1ccccc1C(=O)c1c[nH]c(C(=O)NCCCn2ccnc2)c1,nt,nt,nt,-5,7,nt,-14
